SUMO1-SIM PPI: modulators of human SUMO1-mediated protein-protein interactions; SUMO1 binding to a labelled peptide, TR-FRET, 1 h; hit rate 0.33% among 360,000; inhibition, % at 20 µM; P63165; in the data active means inhibition above about 37%
STEP block: STEP (human) phosphatase inhibition; P54829; inhibition, % at 20 µM; hit rate 0.25% among 360,000; recombinant STEP, OMFP fluorogenic substrate, fluorescence; AID 588621;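 active means inhibition at 20 µM, scaled per plate between control wells, above about 37%, limit read from the data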;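 further: 0% = DMSO with enzyme and substrate and 100% = substrate only without enzyme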
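Measure: Control-normalized % inhibition with plate pattern correction | Test system: STEP phosphatase, cell-free reaction | Medium: pH 6.0 Bis-Tris with DTT and Tween 20 | Technique: Fluorescence, 480/540 nm | Times: Reaction 20 min, ambient temperature | Doses: Single compound dose of 20 µM, 1% DMSO final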
Scp1 inh: Scp-1 (human) phosphatase inhibition; Recombinant Scp1, phosphopeptide, malachite green phosphate absorbance; inhibition, % at 20 µM; hit rate 0.88% among 340,000;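 active means inhibition above about 50% at 20 µM, limit read from the data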;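 further: plate controls were DMSO wells with enzyme for no effect and wells lacking enzyme for full effect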
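System: SCP-1 catalytic domain; Reagent: Phospho 17-mer peptide substrate; Doses: one concentration, 20 µM, with 1.0% DMSO; Incubation: 45 min room-temperature reaction, 5 min colour, 30 min stabiliser; Signal: Phosphate-binding colour reagent, absorbance read at 630 nm.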
CSN deneddyl inh: blocks human CSN-mediated cullin deneddylation. Q92905. Purified CSN, SCF-Nedd8-OG deneddylation, fluorescence polarization. inhibition, % at 12.5 µM. hit rate 0.38% among 360,000. AID 651999;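 active means pattern-corrected inhibition above about 35%, with an unprinted fluorescence ratio check between 0.5 and 1.5, limit read from the data, passing the limit was not always enough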;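 further: 0% = enzyme with substrate and 100% = substrate without enzyme; some results filed as inactive read as strong as hits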
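Assay system: purified human Csn5 enzyme expressed in HEK293T cells; Input: 0.24 nM Csn5 enzyme, final concentration; Reagent: 10 nM SCFSkp2-Nedd8OG; Compound dosing: 12.5 µM single point; Times: reaction 90 min, room temperature; Technique: fluorescence polarization readout.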
LMPTP inh: LMPTP (human) inhibition | P24666 | recombinant LMPTP-A, OMFP fluorogenic substrate, fluorescence intensity | inhibition, % at 20 µM | hit rate 0.22% among 360,000 | AID 651560;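 active means compounds that cut the enzyme signal by at least half of the control window in the single-dose screen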;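 further: plate controls were DMSO wells with enzyme plus substrate for no effect and substrate without enzyme for full effect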
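Assay system: LMPTP-A phosphatase enzyme | Input: 0.625 nM enzyme | Also added: Fluorogenic phosphatase substrate OMFP at 400 µM final | Compound dosing: One test concentration per compound, 20 µM, with 3% DMSO overall | Schedule: 50 min enzyme reaction at room temperature, protected from light | Signal: Fluorescence intensity | Benchmarks: no-enzyme and uninhibited controls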
Rpn11 block: Rpn11 (human) deubiquitinase inhibition; AID 588493; hit rate 0.59% among 360,000; O00487; human 26S proteasome, Ub4-pepOG fluorescence polarization; 20S core pre-blocked with epoxomicin; calls only at 20 µM;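 active means inhibition at 20 µM, scaled to each plate's controls, above about 33%, limit read from the data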
Tb MetRS inh: blocks T. brucei methionyl-tRNA synthetase activity; purified T. brucei MetRS, ATP depletion, Kinase-Glo luminescence; hit rate 0.4% among 360,000; inhibition, % at 11.9 µM; AID 624268;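 active means inhibition above a per-plate cutoff of the control wells' mean inhibition plus 3 SD, cut at about 5.5% in these data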;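 further: 0% = DMSO wells median and 100% = median of wells with control inhibitor compound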
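Dosing: 11.9 µM single point; system: parasite MetRS enzyme; technique: luminescence of leftover ATP; times: 15 min enzyme-compound preincubation, 2 h reaction, 10 min detection, 25 °C; replicates: each compound tested once; read-out basis: percent inhibition relative to median high and low control wells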
MsrA inhibitor: bovine MsrA inhibition. AID 651718. hit rate 0.75% among 360,000. inhibition, % at 15.5 µM. purified bovine MsrA, absorbance read-out; in the data active means inhibition above about 4.5%;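 further: 0% = vehicle wells with enzyme and 100% = reference inhibitor wells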
DNMT1 inh: blocks human DNA methyltransferase DNMT1 | P26358 | DNMT1 molecular beacon, Hinp1I cleavage, fluorescence | inhibition (reported as % activation of signal), % at 10 µM | hit rate 0.83% among 360,000; in the data active means inhibition above about 50%
Target sequence (P26358 504-1616 limits assumed): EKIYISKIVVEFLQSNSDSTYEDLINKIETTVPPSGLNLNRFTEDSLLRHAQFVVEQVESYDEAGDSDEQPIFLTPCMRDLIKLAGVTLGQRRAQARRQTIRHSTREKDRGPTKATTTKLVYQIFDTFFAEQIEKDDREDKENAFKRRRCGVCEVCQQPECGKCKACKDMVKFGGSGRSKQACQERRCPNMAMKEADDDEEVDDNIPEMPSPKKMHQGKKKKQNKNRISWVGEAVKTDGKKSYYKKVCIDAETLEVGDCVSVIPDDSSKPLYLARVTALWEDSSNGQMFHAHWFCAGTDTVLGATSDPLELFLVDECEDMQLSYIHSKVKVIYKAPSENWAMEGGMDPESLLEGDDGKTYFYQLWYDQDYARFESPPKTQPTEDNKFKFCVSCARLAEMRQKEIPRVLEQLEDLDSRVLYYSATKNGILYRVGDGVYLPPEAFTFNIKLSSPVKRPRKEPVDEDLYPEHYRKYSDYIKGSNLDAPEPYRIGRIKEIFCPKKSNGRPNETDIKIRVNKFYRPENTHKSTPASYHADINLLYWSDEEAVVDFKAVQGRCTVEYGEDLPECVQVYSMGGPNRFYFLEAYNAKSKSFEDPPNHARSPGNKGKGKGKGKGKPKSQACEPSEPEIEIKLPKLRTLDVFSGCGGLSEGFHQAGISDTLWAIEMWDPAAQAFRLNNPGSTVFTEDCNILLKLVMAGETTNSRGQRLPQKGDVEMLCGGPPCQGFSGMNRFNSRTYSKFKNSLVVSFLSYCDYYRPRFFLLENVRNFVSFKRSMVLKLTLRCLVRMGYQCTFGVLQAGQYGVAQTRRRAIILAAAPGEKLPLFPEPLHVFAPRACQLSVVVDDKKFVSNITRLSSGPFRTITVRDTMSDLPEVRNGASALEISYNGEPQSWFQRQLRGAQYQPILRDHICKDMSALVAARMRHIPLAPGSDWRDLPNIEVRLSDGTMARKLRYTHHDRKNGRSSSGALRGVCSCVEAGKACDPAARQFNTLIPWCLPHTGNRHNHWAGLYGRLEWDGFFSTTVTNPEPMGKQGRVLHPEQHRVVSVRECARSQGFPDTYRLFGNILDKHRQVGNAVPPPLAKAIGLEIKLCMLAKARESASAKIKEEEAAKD
NadD block: inhibitors of Staphylococcus aureus NadD. purified NadD enzyme, colorimetric absorbance read-out. hit rate 0.78% among 360,000. AID 602399. inhibition, % at 20 µM; in the data active means inhibition above about 26%; further: some compounds past the cut are filed as inactive
* = called active by the depositor; i = inactive; x = not tested or not shown; + = active, no number.

SMILES	SUMO1-SIM PPI	STEP block	Scp1 inh	CSN deneddyl inh	LMPTP inh	Rpn11 block	Tb MetRS inh	MsrA inhibitor	DNMT1 inh	NadD block
COCCNC(=O)c1snc2ccc(Cl)cc12	-20	6	-7	0	-0.8	i	-0.2	0.7	5	-2
Cc1cc(Cl)ccc1OCCCC(=O)N1CCN(C(=O)c2ccco2)CC1	5	4	-5	0	-0.5	i	2.1	-0.3	-14	2
CCOC(=O)c1c(S(=O)(=O)NCC(=O)Nc2ccc(F)cc2F)c(C)n(C)c1C	6	-2	3	0	0.1	i	-0.3	-0.6	1	0
CC1(C(=O)NCc2cccc(Cl)c2)Cc2c(-c3ccccc3)ccnc2O1 (stereo not drawn)	8	2	x	4	1.3	i	-0.1	1.7	1	-1
Cc1occc1-c1nnc(SCC(=O)NC2CCCCC2)o1	-5	-2	-5	-2	-1.9	i	0.1	-1.3	1	-11
O=C(CNC(=O)c1ccc(OC(F)F)cc1)NC1CCCc2ccccc21 (stereo not drawn)	0	1	4	1	2.9	i	0.2	-1.1	-1	0
CCC(=O)c1ccc(N2CCN(C(=O)c3ccccc3Br)CC2)c(F)c1	2	-8	-4	-3	-0.2	i	-0.7	0.1	1	-2
Cc1cc(C)c(C)c(S(=O)(=O)N2CCN(CC(=O)NC(=O)NCc3ccccc3)CC2)c1C	-2	4	8	0	1.4	i	-0.5	0.2	-7	-3
CCc1ccc(-c2cc(C(F)(F)F)n3nc(C(=O)Nc4c(C)nn(Cc5ccccc5Cl)c4C)cc3n2)s1	1	3	5	4	2.4	i	-0.8	0.4	-3	17
CC1(C)CC(=O)C(C=Nc2ccccc2C(=O)O)=C(O)C1	-2	0	-3	4	0.8	i	-0.9	3.6	3	-1
CC(=O)NO	-2	-1	-9	-4	-1.6	i	0.2	x	-1	5
CCOC(=O)C1=C(C)Nc2ccccc2N/C1=N\S(=O)(=O)c1ccccc1	3	-1	-3	-5	-1.2	i	-0.1	1.7	1	2
CCCNC(=O)C(Cc1ccccc1)NC(=O)c1ccc(C(F)(F)F)cc1 (stereo not drawn)	-4	2	2	-4	-1.8	i	-0.3	-0.8	1	0
C[C@@H](NC(=O)c1nc[nH]c1C(=O)N(C)Cc1ccccc1)c1ccccc1	10	3	-4	-5	-0.2	i	0.3	-0.4	-2	0
N#Cc1ccc2c(c1)NC(=O)C1CCCN21 (stereo not drawn)	2	2	1	3	-1.7	i	0.6	0.7	-7	-2
O=C(N/N=C1\CC(c2ccccc2)Oc2ccccc21)c1ccccn1 (stereo not drawn)	0	-3	-4	3	0.8	i	-1.4	-0.7	14	-5
COc1ccc(C2C(C(=O)NCc3ccco3)c3ccccc3C(=O)N2C)cc1 (stereo not drawn)	3	2	-5	0	-0.8	i	-0.5	0.4	0	-3
CN(Cc1nc2c(s1)CCCC2)C(=O)CCc1nnc(-c2ccccc2)o1	0	2	-1	-11	-1.1	i	-0.6	0.6	1	3
Nc1nonc1-n1nnc(C(=O)N/N=C\c2ccncc2)c1CN1CCCCC1	-13	-1	-7	-2	-3.3	i	-0.6	0.3	4	-2
Cc1cc(-c2ccc(Cl)s2)n[nH]1	-4	-2	6	18	-0.1	i	-2.3	-0.7	3	1
CCc1nc(NC(C)C)c2oc3ccccc3c2n1	0	-1	-13	0	-1.3	i	0.3	0.3	0	0
O=C(C1CCN(S(=O)(=O)c2cccc3cccnc23)CC1)N1CCn2c1nc1ccccc12	5	4	0	0	0.2	i	0.4	0.8	-2	6
Cc1ccc(-c2nc3cnccn3c2Nc2c(C)cccc2C)o1	-4	0	-12	6	-0.4	i	-0.7	0.4	-7	10
CC1CC(C)(C)CC2(C1)NC(=O)N(CC(=O)Nc1cc([N+](=O)[O-])ccc1F)C2=O (stereo not drawn)	-28	1	-6	0	-0.9	i	-0.2	-0.9	-3	1
CN(Cc1cccc(F)c1)C(=O)c1ccc(S(=O)(=O)N2CCOCC2)cc1	2	-2	-8	-5	-1.7	i	-0.3	0.0	1	-1
COc1ccc(-n2c(-c3ccc(Cl)cc3)c[nH]c2=S)cc1	-2	0	-1	5	-0.3	i	1.8	0.7	0	6
Cc1cc(C)c(NC(=O)CN(C)C(=O)CCC(=O)c2ccc(C)s2)c(C)c1	3	3	-5	0	0.2	i	-0.5	1.1	-6	-1
C=CCN(C)CC/C=C1\c2ccccc2CSc2ccccc21	-2	-1	3	9	0.2	i	-0.4	0.5	-7	-3
Cc1c(Cc2ccccc2)c(=O)oc2cc(OC(C)C(=O)NCC3CCC(C(=O)O)CC3)c(Cl)cc12 (stereo not drawn)	1	-3	-1	2	0.7	i	-3.0	2.8	1	6
CN(CCCNC(=O)CCC(=O)N1CCOc2ccc(Cl)cc21)Cc1ccccc1	-1	-2	-11	2	-1.0	i	0.9	0.2	-3	2
CCCCn1c(N)c(N(CCOC)C(=O)c2ccc3c(c2)C(=O)N(c2ccccc2C)C3=O)c(=O)[nH]c1=O	-18	-3	-1	4	0.3	i	-0.6	-1.1	0	2
CCOc1cc(N2CCOCC2)c(OCC)cc1NC(=O)C(NC(=O)c1c(F)cccc1F)C(C)C (stereo not drawn)	0	1	0	-1	-0.1	i	-0.2	0.7	2	7
CCCCCCn1c(CN2CCN(C)CC2)nc2c1c(=O)n(C)c(=O)n2C	5	0	-6	-1	-0.4	i	-1.0	-0.3	1	-6
COc1cc(C(=O)O/N=C2\CCCc3c2ccc(OC)c3[N+](=O)[O-])cc(OC)c1OC	-1	-2	-4	0	0.2	i	-1.3	0.1	-12	-1
CC(=O)Nc1cccc(Nc2nc(-c3ccccc3F)nc3ccccc23)c1	-4	-1	-1	3	24	i	-0.1	2.7	-5	-3
CCCC(=O)Nc1ccc(C)c(O)c1	-1	3	-5	0	-2.1	i	-1.2	0.6	0	-3
Cc1ccc(NC(NC(=O)c2cccs2)C(Cl)(Cl)Cl)cc1C (stereo not drawn)	-4	0	-6	2	2.8	i	-0.1	-0.5	-8	-2
CC(=O)c1ccc(OCC(O)CN(C)Cc2cccs2)cc1 (stereo not drawn)	-1	1	-8	4	-1.9	i	-0.6	2.4	8	-6
CN1CCN(C(=O)CCN2C(=O)/C(=C/c3ccc(F)cc3)SC2=S)CC1	-33	1	8	3	-0.3	i	-0.3	2.1	2	6
CCOC(=O)[C@]12CCCC=C1N(Cc1ccco1)C(=O)[C@H](CC(=O)N1CCC(c3ccccc3)CC1)C2	1	x	x	2	0.5	x	0.0	-1.8	x	7
CC(=O)Nc1ccc(NC(=O)CC(C)n2ccnc2)cc1 (stereo not drawn)	4	-1	-2	-5	-2.6	i	-0.7	0.0	-2	-3
CCc1cccc(CC)c1-n1c(SCC(=O)N2CCc3ccccc32)nc(O)cc1=O	-5	1	-10	5	-0.4	i	-0.2	-0.4	27	15
COc1cccc(NC(=O)CN(C)C(=O)CN2C(=O)c3ccc([N+](=O)[O-])cc3C2=O)c1	-33	-5	-3	-2	-1.2	i	-0.3	0.3	2	4
COc1cc(N/N=C/c2ccccc2O)ncn1	-11	-3	-11	-2	-1.2	i	0.4	4.1	-3	-6
Cc1ccc(C)c(Nc2nc3ccc(C)cc3n3cnnc23)c1	-5	-1	4	6	0.1	i	-1.8	-0.8	24	-9
Cn1cccc1C(=O)OCC(=O)NC(=O)NC1CCCCC1	5	0	-3	12	1.7	i	-0.1	0.0	7	0
Cc1cc(=O)n2[nH]c(C)c(-c3ccccc3)c2n1	-6	-15	-4	5	-0.9	i	-0.8	-0.2	-2	-4
O=C(NCc1ccco1)C1CCN(c2ccc(S(=O)(=O)N3CCOCC3)cc2[N+](=O)[O-])CC1	-18	-3	1	-9	0.1	i	-0.6	-0.3	-2	0
N#CCC(=O)Nc1ccc(C(=O)OCC(=O)c2ccc3c(c2)OCCO3)cc1	9	-3	-8	5	1.7	i	-0.5	0.0	-6	24
CCN(CC)C(=O)CSCc1cnn(-c2ccccc2)c1-n1cccc1	-1	2	-8	-4	-0.4	i	0.4	-0.6	1	0
Cc1ccc(N(C)S(=O)(=O)c2cccc(C(=O)NCCCN3CCCC3=O)c2)cc1	6	2	-8	4	-1.0	i	-0.5	-0.4	3	-3
O=C(c1ccco1)N(Cc1cccc(F)c1)C1CCS(=O)(=O)C1 (stereo not drawn)	2	1	-9	3	-0.7	i	-0.5	-0.3	-1	-5
O=c1cc(Cl)[nH]c(=O)n1CCNc1ncc(C(F)(F)F)cc1Cl	3	-1	-5	37*	-1.3	+	-0.3	0.7	-4	-6
C[C@H](CO)N1C[C@H](C)[C@@H](CN(C)C(=O)c2cccc(F)c2)Oc2cc(-c3cncnc3)ccc2S1(=O)=O	-2	2	x	-4	-1.5	i	0.4	-1.7	4	9
O=C(c1cnn2c(C(F)(F)F)cc(-c3ccc(Br)cc3)nc12)N1CCOCC1	-22	-2	0	5	-0.8	i	0.0	1.2	1	-4
CC1(Cc2ccccc2C#N)C(=O)Nc2ccc(OC(F)(F)F)cc21 (stereo not drawn)	0	1	x	-4	1.9	i	-0.3	0.4	3	0
O=C(Nc1ccc(Cl)cc1)c1ccco1	1	1	-14	4	-0.6	i	-0.9	0.9	4	7
Cc1ccc(/C=c2\sc3nc(-c4cccs4)nn3c2=O)o1	3	-2	25	44*	1.3	i	-0.4	1.0	57*	5
COCCCNC(=O)Cn1cc(C(=O)C2CC2)c2ccccc21	-1	-2	-17	4	-1.1	i	-0.5	1.4	2	-2

Records listed so far marked active in CSN deneddyl inh.
canonical_smiles	SUMO1-SIM PPI	Scp1 inh	CSN deneddyl inh	LMPTP inh	Rpn11 block	Tb MetRS inh	MsrA inhibitor	DNMT1 inh	NadD block
O=c1cc(Cl)[nH]c(=O)n1CCNc1ncc(C(F)(F)F)cc1Cl	3	-5	37*	-1.3	+	-0.3	0.7	-4	-6
Cc1ccc(/C=c2\sc3nc(-c4cccs4)nn3c2=O)o1	3	25	44*	1.3	i	-0.4	1.0	57*	5

2 records drawn at random from those above, as already listed:
SMILES	SUMO1-SIM PPI	STEP block	Scp1 inh	CSN deneddyl inh	LMPTP inh	Rpn11 block	Tb MetRS inh	MsrA inhibitor	DNMT1 inh	NadD block
Cc1cc(=O)n2[nH]c(C)c(-c3ccccc3)c2n1	-6	-15	-4	5	-0.9	i	-0.8	-0.2	-2	-4
CC(=O)Nc1ccc(NC(=O)CC(C)n2ccnc2)cc1 (stereo not drawn)	4	-1	-2	-5	-2.6	i	-0.7	0.0	-2	-3

Compound activity from PubChem BioAssay.

Not a hit list, and some 3.9% of all compounds hit somewhere here.
